# TrxR1 substrate: substrates of rat thioredoxin reductase 1 | O89049 | purified TrxR1 substrate turnover, NADPH consumption readout | Potency, µM (doses to about 114 µM), for inactives: top-dose activity change, negative = substrate turnover | actives 0.01% (n = 390,000); note: potency is the fitted concentration of half-maximal effect; % is set by controls: 0 for no effect and ±100 for the full control effect; nearly all actives have a fitted effect of over 50% in size
#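 Rat TrxR1, dispensed at 90 nM, was prereduced with 400 uM NADPH (final) for 5 min at ~22 deg C, then incubated with compound 15 min before 400 uM selenite. A first-read NADPH fluorescence drop versus no-compound background flagged substrates.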
# Pin1 inhibitor: blocks the human prolyl isomerase Pin1 | Pin1 FP peptide displacement, HiFluor488, 10 min | actives 0.009% (n = 390,000) | Potency, µM (highest dose often 115 µM), without a hit: top-dose activity, negative = inhibition, most hits filed as inhibitors | Q13526; active = well fitted inhibition curve with a large enough effect in the polarisation, with a control signal flat, not every such curve was filed as active; inconclusive = small, poorly fitted or top-dose-only effect, or effect the other way, or a change in a side signal; inactive = no such curve, though single readings can be large or run the other way; the % refers to the polarisation; note: potency is the fitted concentration of half-maximal effect; % is set by controls: 0 for no effect and ±100 for the full control effect
# mIDH1 inhibitor: human IDH1 R132H inhibition; O75874; IDH1-R132H enzyme, NADPH consumption, diaphorase/resazurin fluorescence; Potency, µM (doses to about 76.6 µM), for the others: top-dose activity change, negative = inhibition, actives largely listed as inhibitors; actives 0.093% (n = 390,000); AID 602179; note: potency is the fitted concentration of half-maximal effect; % is set by controls: 0 for no effect and ±100 for the full control effect; nearly all actives have a fitted effect of over 65% in size
#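 IDH1-R132H (0.5 ug/mL dispensed) in pH 7.5 Tris buffer was preincubated 30 min with compound, then given a substrate mix of 0.016 mM NADPH and 2 mM alpha-KG for 80 min at room temperature; remaining NADPH was read by diaphorase/resazurin fluorescence.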
# Tb PGK inh: inhibitors of T. brucei phosphoglycerate kinase. P07378. PGK/GAPDH coupled, Kinase-Glo luminescence, 60 min. Potency, µM (titrated, usually from 57.5 µM), for inactives: at the highest dose activity change, negative = inhibition, hits mostly inhibitors. actives 0.043% (n = 380,000); note: potency is the fitted concentration of half-maximal effect; % is set by controls: 0 for no effect and ±100 for the full control effect; nearly all actives have a fitted effect of over 60% in size
# Target sequence (P07378 whole entry, looked up): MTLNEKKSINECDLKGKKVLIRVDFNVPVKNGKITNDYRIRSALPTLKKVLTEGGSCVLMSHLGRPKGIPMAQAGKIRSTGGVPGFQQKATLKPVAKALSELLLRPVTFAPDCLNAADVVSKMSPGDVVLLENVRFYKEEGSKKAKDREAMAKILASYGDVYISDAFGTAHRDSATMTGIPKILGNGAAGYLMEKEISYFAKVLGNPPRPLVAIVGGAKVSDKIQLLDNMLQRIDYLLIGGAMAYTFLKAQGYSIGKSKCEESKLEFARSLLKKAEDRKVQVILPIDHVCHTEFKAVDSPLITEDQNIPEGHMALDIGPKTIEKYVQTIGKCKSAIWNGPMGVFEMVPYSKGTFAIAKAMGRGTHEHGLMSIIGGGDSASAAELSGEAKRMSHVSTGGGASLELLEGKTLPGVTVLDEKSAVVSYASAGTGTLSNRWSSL
#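 Luminescent ATP detection (Kinase-Glo Plus) follows a 60-minute room-temperature incubation, with wells lacking PGK as controls. Buffer: 100 mM TEA (pH 7.6), 5 mM MgCl2, 0.01% Tween-20. Coupling enzyme GAPDH (100 nM final) supplies unstable 1,3-BPG in-well.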
# PI4K2A block: PI4K2A (human) kinase inhibition. activity change, negative = inhibition, % at 76.9 µM. AID 1346378. purified PI4K2A, ADP-Glo luminescence, 1 h; stronger effect = lower value. Q9BTU6. actives 0.13% (n = 420,000); in the data active = activity change below about -50%; inconclusive = mostly about -30% to -49%;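 note: -100% = wells without enzyme as full effect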
# Target sequence (Q9BTU6 whole entry, looked up): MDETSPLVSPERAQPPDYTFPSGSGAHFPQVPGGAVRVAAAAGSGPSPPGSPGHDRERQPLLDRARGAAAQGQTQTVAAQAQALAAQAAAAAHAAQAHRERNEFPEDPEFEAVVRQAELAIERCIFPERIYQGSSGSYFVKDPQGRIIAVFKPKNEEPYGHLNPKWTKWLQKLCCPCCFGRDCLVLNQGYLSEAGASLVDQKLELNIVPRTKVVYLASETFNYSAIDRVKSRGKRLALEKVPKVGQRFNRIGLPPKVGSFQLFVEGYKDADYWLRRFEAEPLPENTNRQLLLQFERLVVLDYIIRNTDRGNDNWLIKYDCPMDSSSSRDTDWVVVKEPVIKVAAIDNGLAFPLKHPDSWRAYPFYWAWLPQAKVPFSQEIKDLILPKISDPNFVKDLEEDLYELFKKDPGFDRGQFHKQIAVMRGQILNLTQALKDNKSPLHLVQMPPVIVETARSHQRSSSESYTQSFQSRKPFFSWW
#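 PI4K2A activity was measured by ADP-Glo luminescence: enzyme (4 ug/mL stock) and phosphatidylinositol (1.2 mM stock) in Tris pH 7.5/MgCl2/EGTA/Triton X-100 buffer were reacted with ATP (300 microM stock) for one hour at ambient temperature.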
# GLS inhibitor: glutaminase GLS (human) inhibition. O94925. GLS enzymatic activity, qHTS titration. Potency, µM (series often up to 45.5 µM), inactives show at the highest dose activity change, negative = inhibition, hits mostly inhibitors. actives 0.21% (n = 410,000). AID 624170; note: potency is the fitted concentration of half-maximal effect; % is set by controls: 0 for no effect and ±100 for the full control effect
#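 hKGA in 45 mM KH2PO4 (pH 8.2), 0.02% Tween-20 with compound, then 1mM L-Glutamine (stock as added) plus glutamate oxidase/HRP/Amplex red coupling mix. Fluorescence read initially and after 30 min at RT; signal change reflects glutamate formation.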
# HP1b binding inh: inhibitors of HP1-beta chromodomain binding to methylated histone tails. AlphaScreen HP1-beta / biotin-H3K9me3 peptide binding. Potency, µM (doses to about 114 µM), for the others: top-dose activity change, negative = inhibition, usual class: inhibitors. actives 0.56% (n = 390,000); note: potency is the fitted concentration of half-maximal effect; nearly all actives have a fitted effect of over 70% in size; inactives centre near 23
# Target sequence (P83916 whole entry, looked up): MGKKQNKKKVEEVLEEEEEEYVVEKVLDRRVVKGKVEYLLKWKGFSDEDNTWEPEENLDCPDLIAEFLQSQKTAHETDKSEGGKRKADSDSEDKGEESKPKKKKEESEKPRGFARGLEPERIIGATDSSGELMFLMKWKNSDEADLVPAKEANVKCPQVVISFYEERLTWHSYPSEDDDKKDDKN
#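 AlphaScreen: HP1-beta (50 nM) preformed 30 min with biotin-H3(1-18)K9me3 peptide (50 nM) in PBS pH 7.4, 0.01% Tween-20. Compound added for 30 min at RT, then streptavidin donor/nickel chelate acceptor beads (10 ug/mL) for 30 min.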
# USP1 inh: blocks the human USP1/UAF1 deubiquitinase complex; O94782; recombinant USP1/UAF1, Ub-Rhodamine cleavage fluorescence; Potency, µM (highest dose often 57.1 µM), for inactives: top-dose activity change, negative = inhibition, actives largely listed as inhibitors; actives 0.23% (n = 390,000); note: potency is the fitted concentration of half-maximal effect; % is set by controls: 0 for no effect and ±100 for the full control effect; nearly all actives have a fitted effect of over 60% in size; inactives centre near -12
#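 Step one: compound is pinned into 1nM USP1/UAF1 in HEPES pH 7.8 buffer with TCEP. Step two: 15 min room-temperature incubation. Step three: Ub-Rho (150nM final) starts cleavage, tracked by fluorescence over six one-minute reads.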
# TrxR1 inh: inhibitors of rat thioredoxin reductase 1. recombinant rTrxR1, NADPH fluorescence consumption, selenite substrate. Potency, µM (doses to about 114 µM), for inactives: at the highest dose activity change, negative = inhibition, most hits filed as inhibitors. O89049. actives 1% (n = 390,000). AID 588453; note: potency is the fitted concentration of half-maximal effect; % is set by controls: 0 for no effect and ±100 for the full control effect; nearly all actives have a fitted effect of over 65% in size
#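 Rat TrxR1 (90 nM in the dispensed reagent) was pre-reduced with 400 uM NADPH for 5 min at room temperature, then incubated with compound for 15 min. After 400 uM selenite was added, NADPH fluorescence (Ex 340/Em 450 nm) was followed for 8 min.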
# Active calls of the source: *; i = inactive; ? = inconclusive; . = no result given; & = joins results of further samples; [ ] = remark or other dose. Unless noted, calls come from the whole dose curve; as a rule, active = well fitted curve in the direction sought with a large enough effect; inconclusive = small, poorly fitted or top-dose-only effect, or another doubt; inactive = no such curve, though single readings can be large; an effect the other way counts as inactive or inconclusive.
no.	mol	Tb PGK inh	PI4K2A block	TrxR1 inh	TrxR1 substrate	HP1b binding inh	Pin1 inhibitor	GLS inhibitor	USP1 inh	mIDH1 inhibitor
1	O/N=C/c1ccc2cccc(O)c2n1	4%	1	1%	-4%	14%	-1%	25%	4%	0%
2	CC(c1ccc(F)cc1)n1c(-c2cccs2)n[nH]c1=S (stereo unspecified)	-7%	2	-22%[57.1 µM]	2%[57.1 µM]	20%	-5%	-6%	-13%	-3%
3	O=C1NC(=S)S/C1=C\c1cccc([N+](=O)[O-])c1	-8%	-2	-34%	-15%	8%	?	16%	?	-6%
4	CN(Cc1ccccc1F)C(=O)c1ccc(NC(=O)CC2SC(N3CCCCC3)=NC2=O)cc1 (stereo unspecified)	i	-4	-4%	-4%	38%	15%	-3%	-14%	2%
5	COC(=O)CN(c1cc([N+](=O)[O-])ccc1OC)S(C)(=O)=O	-3%	-4	5%	-7%	24%[57 µM]	4%	7%	-10%	-1%
6	Cc1ccc(C(O)(c2ccccc2)c2ccccc2C(C)N(C)C)c(C)c1 (stereo unspecified)	.	-2	27%	8%	13%	-1%	1%	-14%	-2%
7	CC(=O)Nc1ccc(S(=O)(=O)NC(C(=O)O)C2=CCC=CC2)cc1 (stereo unspecified)	-6%	-3	6%	8%	9%	-3%	21%	?	3%
8	Cc1[nH][nH]c(=O)c1C=NCc1cccc(C(F)(F)F)c1	-8%	-2	17%	-7%	28%	-5%	0%	-14%	-3%
9	CCc1nnc(NC(=O)C2=CCN(S(=O)(=O)c3ccc(F)cc3)CC2)s1	-8%	-3	13%	3%	25%	?	-1%	-21%	3%
10	CC(C)CC(NC(N)=O)C(=O)OCC(=O)Nc1ccc(OC(F)F)cc1 (stereo unspecified)	0%	-1	44%[57.1 µM]	12%[57.1 µM]	3%	-11%	-29%	-6%	7%
11	CNc1nc(NC)nc(NNC(=O)c2ccccc2)n1	i	1	5%[11.4 µM]	9%[11.4 µM]	34%	5%	3%	-22%	3%
12	COc1ccc(/C=N/NC(=O)CC(=O)NCc2cccnc2)cc1[N+](=O)[O-]	-3%	-3	-13%	-13%	42%[activator]	3%	-11%	-15%	6%

# Whole records from above. Order of screens: Tb PGK inh	PI4K2A block	TrxR1 inh	TrxR1 substrate	HP1b binding inh	Pin1 inhibitor	GLS inhibitor	USP1 inh	mIDH1 inhibitor
# Listed for CCc1nnc(NC(=O)C2=CCN(S(=O)(=O)c3ccc(F)cc3)CC2)s1 = -8%	-3	13%	3%	25%	?	-1%	-21%	3%
# Listed for O/N=C/c1ccc2cccc(O)c2n1 = 4%	1	1%	-4%	14%	-1%	25%	4%	0%

# Next compounds follow:
no.	mol	Tb PGK inh	PI4K2A block	TrxR1 inh	TrxR1 substrate	HP1b binding inh	Pin1 inhibitor	GLS inhibitor	USP1 inh	mIDH1 inhibitor
13	CCn1ncc(N2CCOCC2)c(Cl)c1=O	-2%	-2	3%[2.29 µM]	2%[2.29 µM]	37%	0%	-2%	-6%	-2%
14	COC(=O)c1c(NC(=O)COC(=O)CC(NC(C)=O)c2ccccc2)sc(C)c1C (stereo unspecified)	4%	0	11%	6%	15%	1%	16%	-2%	-1%
15	CCOC(=O)/C=C1\CC(=O)Nc2cc(C)c(C)cc2N1	-6%	3	9%	21%	20%	-9%	6%	2%	-2%
16	COc1ccc(CCNC(=O)C(=O)NCC2OCCN2S(=O)(=O)c2cccs2)cc1 (stereo unspecified)	-6%	0	-6%	-7%	21%	0%	0%	-10%	6%
17	COC(=O)CN(c1ccccc1[N+](=O)[O-])S(=O)(=O)c1ccccc1	-5%	2	10%[57.1 µM]	6%[57.1 µM]	3%	-8%	5%	-16%	-1%
18	Cc1ccc(CSCC(=O)Nc2cc(S(=O)(=O)N3CCOCC3)ccc2OC(C)C)cc1	2%	-1	5%[57.1 µM]	0%[57.1 µM]	43%[activator]	7%	-1%	-20%	0%
19	CCOC(=O)C1=C(C)NC(=S)NC1c1cccs1 (stereo unspecified)	-5%	-3	-5%	3%	30%	-1%	27%	-11%	-4%
20	c1ccc2c(c1)nc(N1CCOCC1)c1nncn12	-7%	-12	-11%	-10%	27%	-6%	4%	-17%	7%
21	CCC(C)NC(=O)C1c2cc(OC)c(OC)cc2C(=O)N(C)C1c1ccc(OC)cc1 (stereo unspecified)	-4%	2	-5%	0%	10%	1%	2%	-10%	15%
22	O=S1(=O)N=C2CCCN2C(c2ccc(F)cc2)N1 (stereo unspecified)	-14%	5	11%[57.1 µM]	7%[57.1 µM]	32%[activator]	-10%	-6%	-6%	10%
23	Cc1cc2oc(=O)cc(-c3ccccc3)c2c(C)c1-c1ccc(C#N)cc1	i	4	16%	-4%	23%	-5%	8%	-8%	2%
24	COc1ccc(-c2cc(C(=O)N3CCN(c4ccccc4)CC3)c3ccccc3n2)cc1OC	8%	5	-5%[57.1 µM]	5%	-11%	11%	5%	-1%	3%
25	O=S(=O)(c1ccc(F)c(F)c1F)N1CCN(C(=S)NCc2ccccc2)CC1	2%	-2	-12%	-5%	41%[activator]	8%	0%	-11%	-10%
26	CN(C)C(=O)CN1CCN(c2nc3nonc3nc2N2CCCCC2)CC1	-12%	-5	14%	-1%	15%	-3%	-4%	-7%	12%
27	Cc1ccc(CN2CCN(/N=C/c3cc(Br)cc(Br)c3O)CC2)cc1	-2%	-3	5%	9%	?	8%	6%	-16%	5%
28	CCOc1ccccc1NC(=O)NCCN1CCCCC1	2%	1	19%[57.1 µM]	9%[57.1 µM]	16%	1%	12%	-14%	4%
29	CSc1nnc(C)c(=O)n1COC(=O)COc1ccccc1F	i	1	25%	12%	20%	-3%	-11%	-10%	0%
30	CN(C(=O)c1ccc(C#N)cc1)c1nnc(-c2cnccn2)s1	-8%	-1	27%	12%	36%	1%	5%	-14%	2%
31	COc1cc(NS(=O)(=O)c2ccc(Br)cc2)c(OC)cc1NC(=O)c1ccco1	-7%	5	?	-15%	-2%	14%	-4%	-21%	0%
32	COc1ccc(CC(=O)NCCc2csc3nc(-c4ccccc4F)nn23)cc1	-3%	1	0%[57.1 µM]	-5%[57.1 µM]	19%[57 µM]	3%	3%	-9%	0%
33	O=C(Nc1nccs1)c1ccc(CSc2nnnn2-c2ccccc2)cc1	15%	1	0%	0%	10%	5%	0%	-3%	4%
34	NC(=O)CC(NC(=O)Cc1cccc2ccccc12)c1ccc(N2CCC(N3CCCC3)CC2)c([N+](=O)[O-])c1 (stereo unspecified)	2%	3	13%[57.1 µM]	7%[57.1 µM]	32%	-9%	-2%	19%	-6%
35	COc1ccc2nc(NC(=O)CSc3nccc(C)n3)sc2c1	i	-1	-17%	-15%	8%	0%	?	-7%	2%
36	COc1ccc(Cl)cc1NC(=O)C/C(C)=N/NC(=O)Cc1ccccc1	3%	3	0%[57.1 µM]	-1%[57.1 µM]	36%	1%	0%	-15%	8%
37	N#CC(C#N)=C1C=CC=CN1/C(=C\c1ccco1)C(=O)c1ccccc1	i	11	1.6µM*	-15%	15%	-7%	3%	-22%	6%
38	COc1ccc(CCC(=O)Nc2cccc(S(=O)(=O)N3CCCC3)c2)cc1OC	-2%	-4	34%	2%	15%	2%	-3%	-14%	5%
39	CNC(=O)c1ccc(-c2nc(CN3CCc4ccccc43)c(C)o2)cc1	-4%	2	13%[57.1 µM]	6%[57.1 µM]	1%	-2%	28%	-25%	1%
40	Cc1ccccc1NC(=O)c1c([N+](=O)[O-])cnn1C	-7%	4	25%	1%	14%	-6%	-1%	-3%	-5%
41	Oc1c(CN2CCCCC2)cc(COCc2ccccc2)c2cccnc12	-3%	-10	-27%	6%	19%	1%	-6%	-6%	-4%
42	COc1ccccc1C(=O)NC(CCSC)C(=O)OCC(=O)N1CCCC1=O (stereo unspecified)	i	4	16%	-3%	29%	4%	-12%	-12%	4%
43	Oc1ccc(Cl)cc1Cc1cc(Cl)ccc1O	-9%	2&-3	9%	3%	8%	4%	11%&26%	-19%	27%
44	COc1ccc(CCNC(=O)CN(c2ccccc2OC)S(C)(=O)=O)cc1	3%	3	7%	9%	14%	1%	3%	-10%	5%
45	O=C(NCc1ccncc1)c1nnc(Cc2c(F)cccc2Cl)o1	i	2	6%	2%	57%[activator]	-2%	3%	2%	6%
46	CCN(CC)CCN(C(=O)c1ccc(Br)s1)c1nc2cc3c(cc2s1)OCCO3	i	1	29%	11%	36%	-5%	-1%	-23%	0%
47	CCn1c(SCC(=O)c2ccccc2)nc2sc3c(c2c1=O)CCN(C)C3	i	-11	11%	55%[activator]	-38%	?	-26%	-9%	15%
48	CCC1CCCCN1C(=O)c1ccc(OC)c(OC2CCN(C(C)C)CC2)c1 (stereo unspecified)	1%	-2	5%	0%	19%	0%	1%	-8%	-14%
49	CCn1c(SCC(=O)Nc2nncs2)nnc1-c1ccco1	-8%	-3	-13%	1%	35%	-2%	-11%	-15%	-2%
50	Clc1ccc(-c2noc(CCCc3ccccc3)n2)cc1	-2%	0	14%	-3%	242%[activator]	0%	.	-14%	0%
51	CC1=NN(Cc2ccccc2)C(=O)/C1=C/c1ccc(N(C)C)cc1	-9%	2	-5%[57.1 µM]	1%[57.1 µM]	?	42%[activator]	18%	-19%	4%
52	CCN(CC(=O)Nc1c(F)cccc1F)C(=O)C1CCC1	i	-4	9%[57.1 µM]	-1%[57.1 µM]	36%[activator]	-10%	-5%	-15%	2%

# The list is partial; count on the stated rates, not on these rows.
